Screening data: PubChem BioAssay, The Scripps Research Institute Molecular Screening Center
M5 ag: agonists of human muscarinic M5 receptor (CHRM5) | P08912 | CHO-K1 hM5 cells, Fluo-8 calcium fluorescence; 0% DMSO wells, 100% maximal acetylcholine response | activation, % at 3 µM | hit rate 0.19% among 360,000 | AID 624037;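 active = activation above the run's mean over test compounds plus 3 SD, cut at about 23% in these data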;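 also: signal is peak over basal fluorescence ratio across the kinetic read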
CHRM1 agonist: agonists of human M1 muscarinic receptor; P11229; CHO-K1 hM1, Fluo-8 calcium fluorescence, agonist mode; 0% DMSO, 100% acetylcholine EC100; activation, % at 3 µM; hit rate 0.33% among 360,000; AID 588814;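 active = activation above the run's mean compound activation plus 3 SD, cut at about 16% in these data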;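 also: peak over basal fluorescence ratio within a 140 s kinetic read after compound addition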
Target sequence (P11229 whole entry, looked up): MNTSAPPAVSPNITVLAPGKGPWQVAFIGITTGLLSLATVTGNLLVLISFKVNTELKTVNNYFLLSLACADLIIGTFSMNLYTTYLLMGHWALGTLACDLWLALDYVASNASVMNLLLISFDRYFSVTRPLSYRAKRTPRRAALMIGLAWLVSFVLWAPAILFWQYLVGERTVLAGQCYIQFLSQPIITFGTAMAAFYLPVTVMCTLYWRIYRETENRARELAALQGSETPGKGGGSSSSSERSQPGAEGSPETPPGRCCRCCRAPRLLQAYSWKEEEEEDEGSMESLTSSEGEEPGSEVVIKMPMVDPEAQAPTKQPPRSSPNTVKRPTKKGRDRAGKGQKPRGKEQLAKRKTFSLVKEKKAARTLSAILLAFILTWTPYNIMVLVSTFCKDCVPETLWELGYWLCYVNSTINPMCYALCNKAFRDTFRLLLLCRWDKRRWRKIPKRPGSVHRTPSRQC
CHRM1 PAM: positive allosteric modulators of human M1 muscarinic receptor | P11229 | CHO-K1 hM1, Fluo-8 calcium fluorescence, ACh EC20; 0% = ACh EC20, 100% = maximal ACh | activation, % at 3 µM | hit rate 0.088% among 360,000; in the data active = activation above about 19%, passing the limit was not always enough
M1 antag: blocks human M1 muscarinic receptor; AID 588852; hit rate 1.3% among 360,000; CHO-K1 hM1, Fluo-8 calcium fluorescence, ACh EC80 antagonist; inhibition, % at 3 µM; P11229;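 active = percent inhibition above its own plate's cutoff, namely the mean of that plate's compound wells plus 3 SD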;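 also: peak over basal fluorescence ratio during 140 s after agonist addition; 0% = ACh EC80 plus DMSO and 100% = DMSO alone without agonist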
CHRM5 antagonist: antagonists of human muscarinic M5 receptor (CHRM5) | P08912 | CHO-hM5 cells, Fluo-8 calcium fluorescence, ACh EC80 | inhibition, % at 3 µM | hit rate 0.59% among 360,000 | AID 624040;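 active = inhibition above a per-plate cutoff, the mean of that plate's test compounds plus 3 SD, cut at about 27% in these data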;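 also: 0% = acetylcholine EC80 with DMSO and 100% = DMSO without agonist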
M4 antag: CHRM4 antagonism in calcium assay; CHO-hM4 cells, ACh EC80, Fluo-8 calcium fluorescence; inhibition, % at 3 µM; hit rate 0.73% among 360,000;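 active = inhibition above its plate's cutoff, the mean inhibition of sample wells plus 3 SD, cut at about 27% in these data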;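 also: 0% = acetylcholine EC80 with DMSO and 100% = DMSO without agonist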
M4 ag: agonists of human muscarinic M4 receptor (CHRM4). AID 624127. activation, % at 3 µM. P08173. hit rate 0.14% among 360,000. CHO-K1 hM4/Gqi5, Fluo-8 calcium fluorescence; vehicle 0%, full acetylcholine response 100%;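 active = activation above the run mean over all test wells plus 3 SD, cut at about 32% in these data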;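 also: peak over basal fluorescence ratio per well then scaled between controls; 0% = DMSO wells and 100% = acetylcholine at EC100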
TAAR1 agonist: agonists of human TAAR1 | Q96RJ0 | AID 624467 | activation, % at 3 µM | CHO RD-HGA16 TAAR1, Fluo-8 calcium fluorescence; vehicle wells 0%, saturating PEA agonist 100% | hit rate 0.99% among 360,000;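 active = activation above the mean activation of all test compounds in the run plus 3 SD, cut at about 38% in these data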
Target sequence (Q96RJ0 whole entry, looked up): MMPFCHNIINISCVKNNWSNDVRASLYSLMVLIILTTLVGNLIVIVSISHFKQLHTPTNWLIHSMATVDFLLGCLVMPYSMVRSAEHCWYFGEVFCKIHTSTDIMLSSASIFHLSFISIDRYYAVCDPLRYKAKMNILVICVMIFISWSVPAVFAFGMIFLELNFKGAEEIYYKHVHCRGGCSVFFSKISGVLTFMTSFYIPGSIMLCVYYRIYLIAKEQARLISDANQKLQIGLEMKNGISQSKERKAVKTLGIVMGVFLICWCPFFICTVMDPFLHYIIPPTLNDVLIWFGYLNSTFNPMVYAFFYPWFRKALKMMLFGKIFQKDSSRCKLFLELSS
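Assay system: CHO-derived RD-HGA16 cells with stable Gα16 and human TAAR1; timing: 17-24 h seeding, 75 min 37 °C dye, 30 min RT; read-out: % activation from peak over basal fluorescence ratio, DMSO-to-PEA scaled; measured by: kinetic Fluo-8 calcium fluorescence; benchmarks: low control DMSO, high control PEA (EC100); doses: 3 µM single concentration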
CHRM5 PAM: CHRM5 positive allosteric modulation | P08912 | CHO-K1 hM5, Fluo-8 calcium, ACh EC20 PAM; 0% = ACh EC20, 100% = ACh EC100 | activation, % at 3 µM | hit rate 0.3% among 360,000;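 active = activation above the run cutoff, the mean activation of all test compounds plus 3 SD, cut at about 18% in these data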
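system = human M5 receptor in CHO-K1 cells | reagent = EC20 acetylcholine as agonist stimulus | compound dosing = single-point, 3 µM nominal | incubation = Fluo-8 loading 80 min at 37 °C plus 30 min room temperature | detection = Fluo-8 calcium dye fluorescence, kinetic read | benchmarks = low control EC20 acetylcholine (0%), high control EC100 acetylcholine (100%)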
Starred values were filed as active, the others as inactive; . = no result given. These rows are one share of the data. The share of hits here may be higher or lower than overall.

SMILES | M5 ag | CHRM1 agonist | CHRM1 PAM | M1 antag | CHRM5 antagonist | M4 antag | M4 ag | TAAR1 agonist | CHRM5 PAM
CC1CCN(Cc2cc(=O)oc3ccc4ccccc4c23)CC1 | -1.9 | -5.2 | 2.3 | -11.0 | 10.2 | 3.8 | -0.8 | -0.5 | 8.3
Cn1c(NNC(=O)CCC2CCCCC2)cc(=O)n(C)c1=O | 1.8 | -10.8 | 6.3 | -12.0 | -5.8 | -11.4 | 1.6 | 3.7 | 3.7
O=C(ONC(=O)C1C2C=CC(C2)C1C(=O)NOC(=O)c1ccccc1)c1ccccc1 (stereo not drawn) | 6.0 | -1.1 | 3.9 | -9.7 | -2.5 | -9.7 | 0.2 | 1.1 | 14.2
COC(=O)c1ccc(CNCC(O)COc2ccc(-c3ccccc3)cc2)cc1 (stereo not drawn) | 3.7 | 3.9 | 10.1 | -4.4 | 2.0 | -0.7 | 5.6 | 55.9* | 5.2
N#CC(C#N)=Cc1ccc(OCC(=O)N2CCOCC2)cc1 | 4.2 | -1.7 | 2.6 | 0.6 | -2.3 | 2.2 | -0.2 | 1.7 | 4.6
Nc1ccccc1Nc1cc(-c2ccccc2)nn1-c1ccccc1 | -2.6 | -5.8 | -0.2 | -5.7 | 12.1 | -8.6 | 2.4 | 1.9 | -9.0
Cc1ccc(NC(=O)c2ccc(OC(=O)COc3ccc(Cl)cc3C)cc2)cc1 | -2.8 | -8.0 | -1.8 | 6.5 | 1.4 | -2.5 | 0.6 | 3.1 | -0.1
COc1ccc(-c2nc3ccc(Br)cn3c2Cc2ccc(C)cc2)cc1OC | -1.7 | -5.2 | 1.7 | -18.2 | 0.4 | -6.7 | 0.1 | -0.2 | 1.5
CCc1sc(NC(=O)C(C)C)nc1-c1ccccc1 | 0.6 | -5.4 | 3.1 | -4.5 | 4.2 | -2.6 | -0.4 | -0.3 | 7.2
CN1CC(=O)N/C1=N\C(=O)Nc1ccc(O)cc1 | -1.6 | -2.2 | -6.0 | 9.2 | 5.8 | -5.3 | 0.8 | 7.1 | 0.6
CC(C)CCNC(=O)c1ccc2c(SCC(=O)O)c3c(nc2c1)CCCC3 | 0.2 | -8.0 | 3.6 | -7.4 | -9.6 | -12.9 | -0.4 | 1.2 | -0.4
O=C(CSc1nn(-c2ccccc2)c(=S)s1)Nn1cnnc1 | 0.3 | -0.8 | 2.7 | -9.8 | -9.3 | -7.6 | 0.2 | 11.5 | 5.4
O=C(CN1C(=O)NC2(CCCC2)C1=O)OCc1ccccc1F | -1.3 | -4.6 | 3.9 | -3.9 | 5.8 | 7.8 | 0.3 | 0.5 | 9.8
COc1ccc(CNC(=O)c2ccc(CS(=O)Cc3cccc(Cl)c3)o2)cc1 (stereo not drawn) | -1.5 | 0.8 | 8.3 | 5.7 | 4.4 | -23.7 | 20.7 | 6.8 | -3.1
COc1ccc(NC(=O)CSc2nnc3ccc(-c4ccncc4)nn23)cc1OC | -14.4 | -7.3 | -13.1 | 14.6 | -2.9 | -2.9 | 2.1 | -2.0 | 2.2

3 compounds drawn at random from the list so far, as already listed:
SMILES | M5 ag | CHRM1 agonist | CHRM1 PAM | M1 antag | CHRM5 antagonist | M4 antag | M4 ag | TAAR1 agonist | CHRM5 PAM
Nc1ccccc1Nc1cc(-c2ccccc2)nn1-c1ccccc1 | -2.6 | -5.8 | -0.2 | -5.7 | 12.1 | -8.6 | 2.4 | 1.9 | -9.0
Cc1ccc(NC(=O)c2ccc(OC(=O)COc3ccc(Cl)cc3C)cc2)cc1 | -2.8 | -8.0 | -1.8 | 6.5 | 1.4 | -2.5 | 0.6 | 3.1 | -0.1
O=C(CN1C(=O)NC2(CCCC2)C1=O)OCc1ccccc1F | -1.3 | -4.6 | 3.9 | -3.9 | 5.8 | 7.8 | 0.3 | 0.5 | 9.8

Next part.
SMILES | M5 ag | CHRM1 agonist | CHRM1 PAM | M1 antag | CHRM5 antagonist | M4 antag | M4 ag | TAAR1 agonist | CHRM5 PAM
S=C(Nc1ccccc1Cl)N1CCCC(c2ccccc2)=N1 | -0.6 | -4.0 | -0.3 | -1.2 | 6.8 | -3.1 | -0.8 | 0.6 | 0.5
COc1ccc(/C=C2/C(=N)N3N=C(CC(=O)N4CCCC4)SC3=NC2=O)cc1 | -1.1 | 0.8 | 8.8 | 0.4 | -12.6 | 0.4 | 0.3 | 1.4 | 6.3
COc1ccc(-c2csc3ncnc(Sc4nnnn4C)c23)cc1 | 1.5 | -5.1 | 11.8 | -8.3 | 7.1 | 6.0 | 1.6 | 5.5 | -4.4
N#Cc1cc2ccccc2nc1SCc1cccnc1 | -4.0 | -4.0 | 3.6 | -2.8 | -2.4 | -1.8 | -0.7 | 9.3 | 2.5
Cc1ccc(CNC(=O)CS(=O)(=O)Cc2nc(-c3ccccc3F)oc2C)cc1 | -0.6 | -1.4 | 5.3 | -10.6 | 1.7 | -8.2 | 0.5 | 2.0 | 1.0
CC12CCC(=O)C=C1C(O)CC1C2CCC2(C)C1CCC2(O)C(=O)CO (stereo not drawn) | 4.4 | -2.1 | 6.0 | -4.8 | 7.8 | -17.2 | 0.8 | 4.5 | 1.4
COC(=O)[C@H]1[C@@H](C)N(Cc2ccccc2)C(=O)N[C@H]1c1ccccc1 | 5.1 | -1.7 | 4.8 | -4.3 | 1.0 | -0.5 | 2.0 | 15.9 | 2.1
CCN(c1ccc(NC(=O)CCc2nc3sc4c(c3c(=O)[nH]2)CCCC4)cc1)C(C)C | -4.6 | -7.4 | -9.8 | 12.2 | 11.9 | 0.6 | -0.7 | 0.3 | -1.9
CCc1cc(SC#N)ccc1N | -1.5 | -2.9 | 6.5 | -6.7 | -12.9 | -14.0 | 1.7 | 1.5 | -0.2
CC(=O)c1ccc(N2CCN(C(=O)C3(S(=O)(=O)c4ccc(Cl)cc4)CC3)CC2)cc1 | 3.1 | -2.5 | -4.5 | -3.1 | -3.9 | 0.2 | 7.3 | 4.3 | -7.0
C=Cc1ccc(CN2CCCN(Cc3ccc(F)cc3)S2(=O)=O)cc1 | -6.2 | -4.6 | -7.8 | 1.4 | 10.6 | -3.3 | 0.3 | -3.0 | -8.7
O=S1(=O)C[C@@H](O)[C@@H](Nc2ccccc2)C1 | -2.3 | -2.3 | -1.3 | 7.0 | 8.1 | 7.9 | -0.2 | 0.7 | -3.7
COc1cc(C(O)P(=O)(OC(C)C)OC(C)C)cc(OC)c1OC (stereo not drawn) | -3.5 | -2.3 | 8.8 | -8.1 | -0.1 | -9.6 | 0.8 | -0.3 | -0.9
Cc1ccc(S(=O)(=O)c2cc3c(=O)n4ccccc4nc3n(C3CCCC3)c2=N)cc1 | -2.2 | -2.2 | 10.9 | 7.4 | 14.3 | -3.8 | 0.9 | -4.5 | -2.6
Cc1cc(NC(=O)Cc2ccccc2)c2ccccc2n1 | 6.8 | -0.5 | -3.8 | 24.9 | 26.4 | 8.6 | 10.9 | 7.3 | -18.7
CCN(CC)CCCC1(CN)OCCc2ccccc21 (stereo not drawn) | -4.1 | -4.5 | 0.1 | 1.2 | -4.0 | -9.5 | 0.3 | 2.8 | 0.6
CCC(=O)N1c2ccc(S(=O)(=O)NCc3ccccc3)cc2CC1C (stereo not drawn) | -0.3 | -0.9 | -8.1 | 16.7 | 5.7 | -4.4 | 7.5 | -0.9 | -8.2
Cc1cnc(-c2nnc(N(C)C(=O)C3CCCO3)s2)cn1 (stereo not drawn) | -3.2 | -1.8 | 2.3 | -8.7 | -4.8 | -1.6 | 0.9 | 2.1 | 0.8
CN(CC1CCOCC1)C(=O)CC1C(=O)NCCN1C/C=C/c1ccccc1 (stereo not drawn) | -0.8 | -6.8 | 2.9 | -3.6 | -2.5 | -0.6 | 0.4 | 1.9 | -1.9
COc1ccc(CNC(=O)C2CCCN2S(=O)(=O)c2ccc(Cl)cc2)cc1 (stereo not drawn) | 1.5 | -5.5 | 8.5 | -9.9 | -0.3 | -2.9 | 2.3 | 4.2 | 2.7
C#CCOCCOCCOCCNc1nc(N2CCN(C(=O)CCCCCCCCCCNC(=O)[C@@H](CCSC)n3cc(CCO)nn3)CC2)nc(N2CCN(C(=O)CCCCCCCCCCNC(=O)[C@H](CCCN=C(N)N)n3cc(C[C@@H](C)CC)nn3)CC2)n1 | -7.2 | -14.3 | -23.8 | 17.7 | 6.7 | 15.7 | 0.7 | . | 9.7
CCCCc1n(CC(=O)c2ccc(Cl)cc2)c2ccccc2[n+]1C | -9.2 | -9.8 | 6.9 | -7.0 | 2.7 | -17.1 | 0.3 | 1.9 | -2.3
CN(C)CCn1c(=O)n(Cc2ccco2)c(=O)c2c3c(sc21)CCCCC3 | -2.7 | -11.3 | 2.9 | -15.2 | -6.2 | -9.8 | 3.1 | 27.8 | 5.3
O=C(CCCCn1c(=O)c2ccccc2n(Cc2ccccc2)c1=O)NC1CCN(Cc2ccccc2)CC1 | -17.0 | -5.7 | 4.4 | 6.6 | 2.6 | -1.2 | 5.8 | 2.6 | -13.3
CCCCCCn1c(=O)n2n(c1=O)[C@@H]1CN(S(=O)(=O)c3ccc(C)cc3)C[C@]1(O)[C@@H](OC(=O)Nc1c(C)noc1C)C2 | -1.8 | -5.2 | -1.6 | -6.5 | 12.6 | -3.3 | 0.6 | 0.6 | -5.4
O=C(NCc1ccc2c(c1)OCO2)c1ccc(Cl)nc1 | -3.1 | -7.6 | 12.7 | -1.5 | 0.1 | -0.8 | 0.2 | 2.1 | -2.6
O=C(NCc1cccnc1)c1ccc(S(=O)(=O)N2CCCCC2)cc1 | 1.3 | -6.9 | 6.7 | -15.2 | -5.1 | -6.5 | 4.2 | 8.5 | 1.4
C=CCNC(=S)NNC(=O)COc1c(Cl)cc(Cl)cc1Cl | -3.0 | -5.9 | -2.1 | 8.7 | -16.8 | 0.5 | 1.6 | 0.9 | 2.9
COc1cc(C)c(Cl)c(C)c1S(=O)(=O)NCc1cccnc1 | 0.7 | -2.2 | -0.7 | 13.8 | -2.2 | 6.2 | 0.6 | 11.4 | -3.4
NS(=O)(=O)c1ccc(N/N=C/c2cn(-c3ccccc3)nc2-c2cccs2)cc1 | -1.6 | -6.2 | 3.9 | -6.2 | 9.2 | -10.7 | 0.9 | -0.3 | -3.7
COc1ccc(CNC(=O)Cn2ncn3c(cc4ccccc43)c2=O)cc1 | 8.2 | -0.7 | 15.6 | -13.1 | -9.4 | 3.7 | 0.7 | 0.8 | 13.4
COc1ccc(S(=O)(=O)CC2(O)CCN(C(=O)CC(C)C)CC2)cc1 | -0.3 | -3.7 | 9.2 | 1.7 | 7.2 | -3.6 | 3.1 | 1.4 | 4.4
CC(=C1C(=O)c2ccccc2C1=O)N1CCN(c2ccccn2)CC1 | -5.1 | -2.3 | 5.0 | -1.3 | -0.6 | -10.3 | -0.2 | 2.0 | 1.4
Cc1nn(C(C)C(=O)Nc2ccc3c(c2)OCO3)c(C)c1[N+](=O)[O-] (stereo not drawn) | -0.7 | -5.4 | 8.1 | -8.1 | -7.3 | -6.4 | 1.5 | 0.2 | 5.7
Cc1ccc2sc(-c3ccc(NC(=O)/C=C\C(=O)O)cc3)nc2c1 | 1.9 | -0.3 | 16.9 | -10.8 | -11.7 | 1.7 | 3.1 | 4.8 | 2.8
